From PubChem BioAssay
FAS-TE inh: FAS thioesterase domain inhibitors, primary screen, biochemical, fluorescence intensity, uHTS | inhibition, % at 15 µM | recombinant FAS-TE, OMFH fluorogenic substrate, fluorescence endpoint | 0.67% of 360,000 active | Fatty acid synthase (Homo sapiens), P49327;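 active means compounds whose normalised, plate-corrected inhibition of enzyme fluorescence in the single-dose primary screen is 50% or more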;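 further: 0% = DMSO with enzyme and 100% = substrate without enzyme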
Target sequence (P49327 whole entry, looked up, the tested form may be a part): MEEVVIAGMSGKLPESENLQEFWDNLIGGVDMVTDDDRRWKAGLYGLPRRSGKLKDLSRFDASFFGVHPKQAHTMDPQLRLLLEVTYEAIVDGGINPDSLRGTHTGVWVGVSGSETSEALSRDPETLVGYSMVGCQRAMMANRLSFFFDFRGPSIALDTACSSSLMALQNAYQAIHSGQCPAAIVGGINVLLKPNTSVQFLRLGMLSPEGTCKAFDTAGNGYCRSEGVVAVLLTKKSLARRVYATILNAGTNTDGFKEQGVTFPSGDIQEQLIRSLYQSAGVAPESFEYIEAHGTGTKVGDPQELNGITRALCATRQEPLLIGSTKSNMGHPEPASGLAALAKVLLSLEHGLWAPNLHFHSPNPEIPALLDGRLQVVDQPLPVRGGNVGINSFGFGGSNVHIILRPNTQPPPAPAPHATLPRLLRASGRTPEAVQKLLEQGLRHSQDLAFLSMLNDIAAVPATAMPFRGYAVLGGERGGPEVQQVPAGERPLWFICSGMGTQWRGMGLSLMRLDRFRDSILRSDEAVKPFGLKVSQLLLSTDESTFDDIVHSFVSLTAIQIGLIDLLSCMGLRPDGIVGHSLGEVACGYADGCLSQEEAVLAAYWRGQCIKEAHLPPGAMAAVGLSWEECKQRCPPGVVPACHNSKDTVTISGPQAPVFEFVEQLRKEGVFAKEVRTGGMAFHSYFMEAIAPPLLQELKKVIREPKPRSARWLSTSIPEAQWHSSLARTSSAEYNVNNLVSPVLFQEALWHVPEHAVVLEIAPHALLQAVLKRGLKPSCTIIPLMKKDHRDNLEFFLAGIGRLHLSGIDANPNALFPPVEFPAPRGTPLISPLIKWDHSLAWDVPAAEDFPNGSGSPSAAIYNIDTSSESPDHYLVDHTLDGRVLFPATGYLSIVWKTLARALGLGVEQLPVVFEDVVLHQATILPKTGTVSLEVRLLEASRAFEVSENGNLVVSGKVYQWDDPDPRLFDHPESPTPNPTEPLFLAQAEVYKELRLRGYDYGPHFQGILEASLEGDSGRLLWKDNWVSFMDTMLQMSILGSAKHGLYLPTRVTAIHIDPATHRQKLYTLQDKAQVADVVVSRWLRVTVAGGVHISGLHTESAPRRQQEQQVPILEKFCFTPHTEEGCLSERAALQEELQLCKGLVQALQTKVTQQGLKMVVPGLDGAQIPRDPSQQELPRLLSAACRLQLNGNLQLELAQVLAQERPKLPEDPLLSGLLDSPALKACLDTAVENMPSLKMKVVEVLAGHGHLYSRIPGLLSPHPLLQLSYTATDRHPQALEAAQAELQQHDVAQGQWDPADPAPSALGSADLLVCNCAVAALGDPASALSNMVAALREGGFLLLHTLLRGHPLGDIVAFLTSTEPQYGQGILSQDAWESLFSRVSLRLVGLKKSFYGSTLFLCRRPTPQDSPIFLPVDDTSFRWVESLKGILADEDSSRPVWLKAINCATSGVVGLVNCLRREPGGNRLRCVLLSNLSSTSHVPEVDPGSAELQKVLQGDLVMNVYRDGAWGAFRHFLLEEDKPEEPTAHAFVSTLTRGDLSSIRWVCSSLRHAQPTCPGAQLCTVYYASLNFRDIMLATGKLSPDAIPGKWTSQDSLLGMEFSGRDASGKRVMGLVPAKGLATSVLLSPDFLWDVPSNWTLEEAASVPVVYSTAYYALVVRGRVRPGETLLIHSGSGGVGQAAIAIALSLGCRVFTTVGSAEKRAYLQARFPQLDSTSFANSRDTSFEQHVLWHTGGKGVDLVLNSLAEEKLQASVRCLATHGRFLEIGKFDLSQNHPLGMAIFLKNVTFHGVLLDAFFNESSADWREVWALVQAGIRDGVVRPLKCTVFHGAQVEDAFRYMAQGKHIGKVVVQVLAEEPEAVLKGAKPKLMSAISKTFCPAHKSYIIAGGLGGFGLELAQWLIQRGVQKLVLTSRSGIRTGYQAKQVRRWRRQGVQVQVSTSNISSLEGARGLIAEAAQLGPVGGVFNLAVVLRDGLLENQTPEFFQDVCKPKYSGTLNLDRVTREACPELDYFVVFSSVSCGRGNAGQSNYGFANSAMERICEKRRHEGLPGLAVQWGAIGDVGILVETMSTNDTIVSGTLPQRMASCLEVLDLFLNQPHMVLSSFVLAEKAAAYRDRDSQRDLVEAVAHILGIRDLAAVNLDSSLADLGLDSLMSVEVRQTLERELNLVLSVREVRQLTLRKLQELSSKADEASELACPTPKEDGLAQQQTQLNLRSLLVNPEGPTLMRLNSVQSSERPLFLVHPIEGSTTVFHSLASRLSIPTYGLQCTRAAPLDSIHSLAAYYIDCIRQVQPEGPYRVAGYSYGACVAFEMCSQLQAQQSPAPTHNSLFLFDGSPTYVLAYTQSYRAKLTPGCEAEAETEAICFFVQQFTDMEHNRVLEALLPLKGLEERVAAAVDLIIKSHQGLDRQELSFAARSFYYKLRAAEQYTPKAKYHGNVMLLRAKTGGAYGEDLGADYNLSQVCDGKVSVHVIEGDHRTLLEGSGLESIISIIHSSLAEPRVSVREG
bovine MsrA act: bovine MsrA enzyme activators, primary screen, biochemical, absorbance, HTS. 0.3% of 360,000 active. purified bovine MsrA, absorbance read-out. Methionine sulfoxide reductase A (Bos taurus). AID 602163, 2012. activation, % at 10.6 µM; in the data active means activation above about 7.5%;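 further: 0% = vehicle and 100% = reference activator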
E coli Lon inh: inhibitors of E. coli Lon protease, primary screen, biochemical, fluorescence polarization | purified E. coli Lon protease | AID 602123, 2011 | 0.42% of 360,000 active | inhibition, % at 7.94 µM; in the data active means inhibition above about 13%, passing the limit was not always enough;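 further: 0% = enzyme with probe and DMSO and 100% = no enzyme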
SKN-1 block: suppressors of acrylamide-induced Pgst-4::GFP reporter in worms, primary screen, SKN-1 inhibitor project, whole organism, uHTS, GFP/RFP fluorescence ratio, strain VP596; C. elegans VP596 Pgst-4::GFP/RFP ratio, 24 h; inhibition, % at 21.8 µM; 0.49% of 360,000 active;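 active means interference check ratio from 0.5 to 1.5 plus GFP to RFP signal ratio inhibition reaching or exceeding a fixed threshold, cut at about 30% in these data, passing the limit was not always enough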; further: some compounds called inactive have numbers as strong as hits
Neddylation inh: inhibitors of cullin neddylation, primary screen, biochemical, TR-FRET, uHTS, NAE and Ubc12. AID 651699, 2012. calls only at 25 µM. 0.58% of 360,000 active. NEDD8-conjugating enzyme Ubc12 (Homo sapiens) + NEDD8-activating enzyme E1 regulatory …; in the data active means inhibition above about 36%
MsrA inhibitor: bovine MsrA enzyme inhibitors, primary screen, biochemical, absorbance, HTS | purified bovine MsrA, absorbance read-out | inhibition, % at 15.5 µM | 0.75% of 360,000 active; in the data active means inhibition above about 4.5%;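 further: 0% = vehicle wells with enzyme and 100% = reference inhibitor wells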
NRP1-CendR mod: modulators of CendR peptide binding to NRP-1, primary screen, biochemical, fluorescence polarization, uHTS | Neuropilin-1 (Homo sapiens), O14786 | FAM-RPARPAR peptide binding to NRP-1 | inhibition, % at 25 µM | 0.85% of 360,000 active | AID 602438, 2012;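 active means inhibition or corrected inhibition above about 18%, plus a signal ratio from 0.5 to 1.5, limit read from the data, passing the limit was not always enough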; further: strong numbers were not always called active
Rin1-Abl PPI inh: inhibitors of Rin1-Abl protein binding, primary screen, biochemical, TR-FRET; inhibition, % at 7.35 µM; AID 588664, 2011; Tyrosine-protein kinase ABL1 (Homo sapiens) + Ras and Rab interactor 1 (Homo sapiens), …; 0.4% of 360,000 active; in the data active means inhibition above about 5%, passing the limit was not always enough
MT1-MMP act inh: blockers of MT1-MMP proenzyme processing, primary screen, HT1080 RFP-PRO-GFP cells, GFP/RFP fluorescence; GFP/RFP ratio change, % at 20 µM; GFP/RFP ratio fluorescence, overnight; percent of plate control window, DMSO zero; Matrix metalloproteinase-14 (Homo sapiens), P50281; 0.061% of 360,000 active;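 active means GFP/RFP ratio change of at least 30% with cell ATP level not reduced by more than half and red fluorescence within 50% of control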; further: strong numbers were not always called active
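Compound: 20 µM single dose, 1% DMSO / System: HT1080 RFP-PRO-GFP cells / Controls: DMSO and RFP-L50D-GFP cell wells / Read-out basis: GFP/RFP fluorescence ratio / Schedule: overnight compound exposure at 37 °C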
* = called active by the depositor; i = inactive; . = not tested or not shown; & = joins results of further samples.

SMILES	FAS-TE inh	bovine MsrA act	E coli Lon inh	SKN-1 block	Neddylation inh	MsrA inhibitor	NRP1-CendR mod	Rin1-Abl PPI inh	MT1-MMP act inh
Clc1ccccc1Cc1noc(CN2CCSCC2)n1	-6	-10	6	7	i	0.1	-6	0	0
Cc1ccccc1NC(=O)Cc1nc(COC(=O)Cc2ccccc2F)cs1	3	-4	18	12	i	-0.5	16	1	4
CCS(=O)(=O)N1CCC2(CC1)OCCN2S(=O)(=O)c1ccc(C)cc1	-1	-1	-7	25	i	0.6	6	4	1
Cc1csc(NC(=O)CSc2nc(C)nc3c2c(=O)n(C)c(=O)n3C)n1	-2	-3	4	2	i	-1.4	10	-6	-3
COc1ccc(N2CCN(C(CNS(=O)(=O)c3ccc4c(c3)OCCO4)c3ccco3)CC2)cc1 (centres undefined)	22	-4	6	3	i	-1.0	2	3	-4
COc1ccc(/C=C/C(=O)O)cc1S(=O)(=O)NCc1ccco1	-8	-9	3	-16	i	1.2	1	3	1
COc1ccccc1C(=O)C1CCCN(C(=O)c2ccc(C(C)=O)s2)C1 (centres undefined)	-2	-11	4	-24	i	0.4	3	5	1
CCOC(=O)c1c(C)[nH]c(C)c1S(=O)(=O)NC(CC)CN1CCOCC1 (centres undefined)	-7	-2	-5	-4	i	0.8	14	1	0
Fc1ccc(-c2csc3ncnc(N4CCN(Cc5ccccc5)CC4)c23)cc1	33	0	-3	-9	i	-0.3	6	1	-7
COc1ccc(CNC(=O)C2CCCN(S(=O)(=O)c3ccccc3)C2)cc1 (centres undefined)	0	-3	-1	15	i	0.9	-12	1	1
COc1ccc(-c2ncccc2O)cc1	-6	-1	-12	-18	.	1.6	0	-2	9
COc1ccccc1CNC(=O)C1CCN(S(=O)(=O)c2ccc3c(c2)CC(C)N3C(C)=O)CC1 (centres undefined)	-4	-2	2	1	i	-0.1	12	0	0
CC1(c2ccc3ccccc3c2)CCC(=O)O1 (centres undefined)	-3	-4	7	21	i	-0.7	13	4	2
O=C(Nc1cccc2c1CCCC2)c1cc(C2CCCCN2S(=O)(=O)c2cccs2)on1 (centres undefined)	21	-3	-3	32	i	1.8	-3	-6	0
O=C(Cc1nc(=O)c2ccccc2s1)Nc1ccccc1	-5	3	0	10	i	1.4	-13	0	9
Cc1noc(C)c1S(=O)(=O)Nc1ccc(C(=O)NCc2ccccc2)cc1	2	-1	-10	2	i	-0.5	5	2	1
CC1(C)CC(=O)CC2(C1)NCC(c1ccccc1Cl)c1c2[nH]c2ccccc12 (centres undefined)	10	-1	8	5	i	1.2	-3	-1	-4
CCC[N+]1(CC#CCC(c2ccccc2)c2ccccc2)CCCCC1	-3	-1	-7	14	i	3.9	9	2	1
Cc1cccc(C)c1-n1nnnc1C(c1ccnc2ccccc12)N1CCN(C/C=C/c2ccccc2)CC1 (centres undefined)	22	-1	-5	-6	i	2.1	4	0	-2
CC1=C(C(=O)OCc2ccc3c(c2)OCO3)C(c2cccc([N+](=O)[O-])c2)NC(=O)N1 (centres undefined)	4	-1	-4	2	i	-0.6	3	3	-10
COc1cccc(/C=N/n2c(C3CCCCC3)n[nH]c2=S)c1	4	2	1	3	i	8.2*	3	-1	-9
COc1ccccc1NS(=O)(=O)c1cccc(C(=O)N2CCCCCCC2)c1	-4	-12	-7	-6	i	-0.7	12	2	20
CCCCOC(=O)c1ccc(N2C(=O)CC(N3CCN(C/C=C/c4ccccc4)CC3)C2=O)cc1 (centres undefined)	32	0	-3	5	i	-1.5	-2	-4	0
C/C=C/C(=O)NCCc1ccc(OC)c(OC)c1	2	0	-3	9	i	0.3	3	-1	2
C[C@H](NC(=O)c1ccccc1)C(=O)N1CCN(c2ccccc2)CC1	0	-1	-4	-1	i	1.6	0	1	-2
CCOC(=O)c1[nH]c(C)c(C(=O)NCCCOC(C)C)c1C	-5	-2	-4	5	i	-0.2	-7	-1	3
Cc1cc(OCC(=O)O)c2cccc(C)c2n1	-6	3	1	8	i	-0.3	1	0	-1
CC1CC(C)CN(C(=O)COc2ccc(-c3nnco3)cc2)C1 (centres undefined)	-4	0	-9	10	i	-1.7	15	-1	-2
O=C(CN(c1ccc(F)cc1)S(=O)(=O)c1ccccc1)NCc1ccco1	0	-4	-1	0	i	0.1	-8	0	-4
Cc1ccc(NC(=O)NCCCN2CCCC2=O)cc1Cl	-5	-5	-10	5	i	0.3	3	1	1
CCCN(CCC)c1nc(N)c(C#N)c(CC#N)c1C#N	3	0	-18	1	i	.	-37	-1	-10
Cn1nc(C(=O)NC2CCC(O)CC2)c2ccccc2c1=O (centres undefined)	-10	-2	-5	9	i	0.0	-5	1	-3
C[C@@H]1CN([C@@H](C)CO)C(=O)c2cc(C#CCN(C)C)cnc2O[C@H]1CN(C)Cc1ccc2c(c1)OCO2	-7	-1	-4	6	i	-0.8	-7	4	1
CCOc1ccc2ccccc2c1/C=N/NC(=O)CNC(=O)C(c1ccccc1)c1ccccc1	15	-5	5	22	i	2.3	11	3	2
CCC(C)C(=O)Nc1ccc(OC)cc1[N+](=O)[O-] (centres undefined)	-3	-4	7	8	i	2.8	-6	-3	2
O=C(NC(=S)Nc1ccccc1N1CCCC1)c1ccccc1Br	24	-7	6	2	i	-0.1	-12	2	3
CCN(CC(=O)Nc1cc(Cl)ccc1C)C(=O)CSCc1ccc(C)cc1	10	-15	4	-12	i	-0.3	1	3	-2
O=C(COc1cccnc1[N+](=O)[O-])Nc1cccc(Br)c1	8	-1	-5	7	i	-0.3	19	1	2
NS(=O)(=O)c1ccc(CCNC(=O)CCCNC(=O)c2ccc(Cl)cc2)cc1	-5	-2	-8	1	i	-0.4	3	-2	0
CCN(C(=O)N1CCOCC1)c1ccccc1	-6	1	-8	4	i	0.1	8	-1	-4
C=CCNC(=O)COc1cc(C)ccc1C	-8	-6	-5	16	i	-0.1	0	-2	3
CS(=O)(=O)c1cccc(C(=O)Nc2nnc(C3=COCCO3)o2)c1	-6	-11	0	-2	i	1.2	3	-2	1
Cc1cc(C)n(-c2nc(NCCO)c3c4c(sc3n2)CCCC4)n1	-8	-4	-1	-4	i	-0.2	0	1	-1
CCN(CC)CCNC(=O)COc1ccc(OC)cc1	-3&-3	-1&-2	-2&-6	0&15	i	-0.4&-1.0	-4&7	-4&0	4&1
Cc1ccccc1-c1noc(CCC(=O)NCC2CCCO2)n1 (centres undefined)	-10	0	6	9	i	1.7	-14	-1	-1
CCc1c(C)nc2cc(-c3ccccc3)[nH]n2c1=O	0	-3	3	36*	.	1.3	-17	-2	-9
Cc1nnc2c3ccccc3c(-c3cccc4ccccc34)nn12	-1	-3	-3	5	i	-1.5	-9	4	8
CC(=O)c1cccc(N=C2NC(=O)CS2)c1	-4	-4	8	-5	i	1.4	6	-3	0
Cc1ccccc1-n1c(SCC(=O)c2c(N)n(C)c(=O)n(C)c2=O)nc2sc3c(c2c1=O)CCCC3	90*	-13	-1	1	i	-0.8	4	-2	-2
CC(C)Cn1c(SCC(=O)N2CCCCC2)nc2ccccc2c1=O	0	7	3	-1	i	0.7	0	0	-2
O=C(C[n+]1ccc(-c2nnc3n2CCC3)cc1)c1ccc(Cl)cc1	-8	-4	-3	-1	i	0.4	14	2	2
COc1ccc2c(c1OC)C(=O)OC2Nc1nc2ccccc2s1 (centres undefined)	-4	-3	1	4	i	-1.3	8	-1	2
COc1ccc(S(=O)(=O)N2CCN(c3ccc4nnc(-c5ccccc5)n4n3)CC2)cc1	47	-2	-1	15	i	-0.4	-3	-3	4
COc1ccc2nc3ccccc3nc2c1NC(=O)c1ccc(Cl)cc1Cl	-150	-4	-7	-13	i	-0.1	132	-3	-95
O=C(Nc1cccc(C(=O)N2CCCCC2)c1)C1CCCCC1	-7	-2	-4	16	i	0.8	-4	-2	4
O=C(CCCc1cccs1)Nc1nccs1	-8	-12	7	-8	i	-1.5	5	3	.
Cc1cccc(OCC(=O)N/N=C/c2cc([N+](=O)[O-])ccc2N2CCOCC2)c1	66*	-2	-4	2	i	0.5	-1	1	-2
OCC1OC(n2cnc3ccccc32)CC1O (centres undefined)	-4	-1	3	1	i	-0.1	14	1	4
CCCN(CCC)CCSc1nc(O)c(C(C)C)c(=O)[nH]1	-8	-2	-2	-10	i	-0.8	11	-4	9
Cc1ccc(S(=O)(=O)Nc2ccc(C(=O)Nc3ccncc3)cc2)cc1	-5	-4	-4	3	i	1.9	2	1	-3

Some of the entries above in a different format.
molecule | FAS-TE inh | bovine MsrA act | E coli Lon inh | SKN-1 block | Neddylation inh | MsrA inhibitor | NRP1-CendR mod | Rin1-Abl PPI inh | MT1-MMP act inh
Cc1cc(C)n(-c2nc(NCCO)c3c4c(sc3n2)CCCC4)n1 | -8 | -4 | -1 | -4 | i | -0.2 | 0 | 1 | -1
CCN(CC)CCNC(=O)COc1ccc(OC)cc1 | -3&-3 | -1&-2 | -2&-6 | 0&15 | i | -0.4&-1.0 | -4&7 | -4&0 | 4&1
Cc1ccccc1-c1noc(CCC(=O)NCC2CCCO2)n1 (centres undefined) | -10 | 0 | 6 | 9 | i | 1.7 | -14 | -1 | -1
CCc1c(C)nc2cc(-c3ccccc3)[nH]n2c1=O | 0 | -3 | 3 | 36* | . | 1.3 | -17 | -2 | -9
Cc1nnc2c3ccccc3c(-c3cccc4ccccc34)nn12 | -1 | -3 | -3 | 5 | i | -1.5 | -9 | 4 | 8

New compounds follow:
SMILES	FAS-TE inh	bovine MsrA act	E coli Lon inh	SKN-1 block	Neddylation inh	MsrA inhibitor	NRP1-CendR mod	Rin1-Abl PPI inh	MT1-MMP act inh
Cc1c(C(=O)N(C)CCC#N)oc2ccc(S(=O)(=O)N3CC(C)CC(C)C3)cc12 (centres undefined)	8	-3	14	4	i	1.2	-3	8	0
Cc1ccc(NS(=O)(=O)c2ccc(-c3coc(C)n3)cc2)c(Cl)c1	7	-2	-5	7	i	0.1	4	-5	1
CC[C@@H]1CC=C[C@H]2[C@H]1C(=O)N(Cc1ccccc1)[C@H]2c1ccc(C(F)(F)F)cc1	24	-5	8	2	i	-0.1	8	2	-12
CCOc1cccc(C(=O)Nc2cnn(Cc3ccccc3)c2)c1	1	-5	-7	3	i	-0.7	1	-4	7
Cc1nnc(NC(=O)c2ccccc2-c2ccccc2C(=O)O)s1	0	-2	3	9	i	0.0	-1	-4	2
Cc1csc(NC(=O)c2nc(-c3ccccc3)n(-c3ccccc3)n2)n1	2	-5	-8	4	i	1.4	-14	-5	0
COC(=O)c1ccc(CNC(=O)c2ccc(OCC(=O)N3CCOCC3)c(OC)c2)cc1	-7	-2	4	1	i	0.4	2	4	3
CN(C)S(=O)(=O)c1ccc(C(=O)OCC(=O)NCc2ccco2)cc1	0	-4	0	4	i	0.8	3	3	-2
CN(C)c1ccc(CC(=O)N2CCCC(c3cc(C(=O)Nc4ccc(F)c(Cl)c4)no3)C2)cc1 (centres undefined)	18	-2	8	-17	i	-0.1	-9	-2	-8
COC(=O)c1ccc(C(=O)OC)c(NC(=S)N2CCCC(CO)C2)c1 (centres undefined)	-4	-2	6	1	.	0.1	3	0	0
COc1ccc(NC(=O)CN(C)C(=O)Cc2ccc(-c3ccccc3)cc2)cc1	0	-9	-9	11	i	-1.0	-5	1	0
Cn1c(=O)n(C)c2cc(NC(=O)COc3ccc(F)cc3F)ccc21	-9	-5	-4	17	i	0.1	10	1	7
Fc1ccc(C2=CC(c3ccc(Br)o3)n3ncnc3N2)cc1 (centres undefined)	-43	-2	137*	-4	i	.	135	-6	-112
